GLP1R ag: activates the human GLP-1 receptor; AID 624172; HEK293 GLP-1R CRE-luciferase, luminescence, 4-6 h; cells express a hypersensitive GLP-1R form; P43220; Potency, µM (titrated, usually from 45.6 µM), inactives show top-dose activation, actives largely listed as activators; 380,000 tested, 0.007% active; also: potency is read from the fitted curve at half-maximal effect; % of control where 0% means no effect
PI5P4Ka inh: blocks human PI5P4K alpha kinase activity. 330,000 tested, 1.2% active. AID 652105. PI5P4Kalpha enzyme, ADP-Glo luminescence, 60 min; hits give low values. max response, %; active = max response of -50% or lower; inconclusive = between -30% and -50%; inactive = -30% or higher; also: value at the top dose of about 77 µM; % is scaled to controls: 0 for no effect and ±100 for the full control effect
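Luminescence from ADP-Glo served as readout of PI5P4Kalpha activity in a qHTS format. Reaction: enzyme, substrate, compound, ATP at 5 microM final, 60 min at RT.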
HEK293 tox: cytotoxic in the GLP-1 receptor inverse agonist counter-screen; HEK293 cAMP-luciferase reporter cells, luminescence, 24 h; Potency, µM (highest dose often 38.3 µM), for the others: at the highest dose activity change, negative = inhibition, usual class: inhibitors; 410,000 tested, 0.13% active;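 also: loss of luciferase light is scored as toxicity; potency is read from the fitted curve at half-maximal effect; % is scaled to controls: 0 for no effect and ±100 for the full control effect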
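Here, cytotoxicity is scored as loss of luminescence. The MLSMR collection was tested on cells seeded in medium containing 10% Nu serum, with a 24 hr compound exposure preceded by 12 hours of culture.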
IL-2 act: IL-2 activation; IL-2 activation reporter assay, cell-based qHTS; stimulated with anti-CD3/CD4/CD28 beads; in transgenic mouse T cells; activation, % (series mostly up to about 46 µM); 360,000 tested, 0.065% active; AID 652025; in the data active = activation above about 50%; inconclusive = mostly about 30% to 49%; also: 0% is about no effect
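EGFP and DsRed fluorescence is measured by plate cytometry in unstimulated transgenic mouse T cells exposed to compound for 60 minutes, then stimulated 18 hours at 37 degrees C with anti-CD3/anti-CD4 beads plus anti-CD28.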
GLP1R inv ag: acts as inverse agonist at human GLP-1 receptor. P43220. HEK293 GLP-1R CRE-luciferase, luminescence, 24 h; GLP-1R form is constitutively active. Potency, µM (series often up to 38.3 µM), without a hit: at the top dose activity change, negative = inhibition, actives largely listed as inhibitors. 410,000 tested, 1.6% active; also: potency is read from the fitted curve at half-maximal effect; % is scaled to controls: 0 for no effect and ±100 for the full control effect; nearly all actives have a fitted effect of over 55% in size
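HEK293 cells stably co-expressing a cAMP-responsive luciferase reporter and constitutively active GLP-1R were seeded, incubated 12 h, then exposed to compounds for 24 h at 37 C. Luminescence was read 12 min after detection reagent; inverse agonists lower signal.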
EPAC1 antagonist: blocks human EPAC1 exchange factor; 360,000 tested, 0.14% active; Potency, µM (series often up to 115 µM), for the others: at the highest dose activity change, negative = inhibition, most hits filed as inhibitors; EPAC1 GEF assay, Rap1b-BODIPY-GDP exchange fluorescence; O95398;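 also: potency is read from the fitted curve at half-maximal effect; plate controls were vehicle for no effect and positive control for full effect; nearly all actives have a fitted effect of over 50% in size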
Target sequence (O95398 whole entry, looked up): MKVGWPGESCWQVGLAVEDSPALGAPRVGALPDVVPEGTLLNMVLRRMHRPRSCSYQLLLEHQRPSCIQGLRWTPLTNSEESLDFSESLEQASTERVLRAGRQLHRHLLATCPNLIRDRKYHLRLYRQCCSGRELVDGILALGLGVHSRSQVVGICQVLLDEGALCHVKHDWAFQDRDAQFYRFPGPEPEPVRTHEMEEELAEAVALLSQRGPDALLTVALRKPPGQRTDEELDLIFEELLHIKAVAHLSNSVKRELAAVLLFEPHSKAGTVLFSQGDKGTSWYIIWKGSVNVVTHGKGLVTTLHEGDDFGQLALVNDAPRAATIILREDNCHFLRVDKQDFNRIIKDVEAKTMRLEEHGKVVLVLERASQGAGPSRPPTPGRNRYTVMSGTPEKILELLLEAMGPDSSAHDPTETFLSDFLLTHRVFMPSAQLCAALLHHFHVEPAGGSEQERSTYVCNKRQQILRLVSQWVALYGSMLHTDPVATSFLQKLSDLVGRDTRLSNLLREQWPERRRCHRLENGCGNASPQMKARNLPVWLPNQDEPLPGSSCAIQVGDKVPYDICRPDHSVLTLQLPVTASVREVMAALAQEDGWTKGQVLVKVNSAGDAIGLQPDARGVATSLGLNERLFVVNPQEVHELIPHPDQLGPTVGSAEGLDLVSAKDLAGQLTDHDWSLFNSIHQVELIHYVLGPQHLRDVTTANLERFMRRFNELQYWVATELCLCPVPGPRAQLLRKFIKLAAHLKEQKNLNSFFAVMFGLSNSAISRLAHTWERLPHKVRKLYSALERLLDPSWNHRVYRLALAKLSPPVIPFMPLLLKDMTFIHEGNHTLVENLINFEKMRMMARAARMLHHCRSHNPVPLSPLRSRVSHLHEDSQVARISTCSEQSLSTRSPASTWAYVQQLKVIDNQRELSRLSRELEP
PTHR1 agonist: agonists of human PTHR1 parathyroid hormone receptor. HEK293 GP2 PTHR1 cells, GloSensor cAMP luminescence, 1 h. Potency, µM (doses to about 115 µM), without a hit: at the top dose activation, most hits filed as activators. 410,000 tested, 0.075% active; also: potency is read from the fitted curve at half-maximal effect; nearly all actives have a fitted effect of over 55% in size; some results filed as inactive show a strong effect at the top dose; inactives centre near -15; many of its hits are not listed in these tables
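HEK-293-derived GP2 cells expressing PTHR1 and a GloSensor cAMP reporter, 3,000/well, plated overnight, given luciferin plus IBMX (each 0.5 mM as added) for 1 h at 37 °C, then compound for 1 h at 37 °C. Luminescence was read after 15 min at room temperature.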
PLK1 PBD block: blocks phosphopeptide binding to human PLK1 polo-box domain | P53350 | Plk1 PBD binding of FITC phosphopeptide, fluorescence polarization | Potency, µM, without a hit: max response, negative = inhibition, usual class: inhibitors | 360,000 tested, 2.8% active | AID 720504; also: potency is read from the fitted curve at half-maximal effect; series mostly up to about 57 µM; % is scaled to controls: 0 for no effect and ±100 for the full control effect; nearly all actives have a fitted effect of over 65% in size
EPAC1 agonist: agonists of human EPAC1 | O95398 | EPAC1 agonist qHTS, biochemical assay; response scale: 100% = response to 6.5 mM cAMP | Potency, µM (highest dose often 154 µM), for inactives: at the highest dose activation, actives largely listed as activators | 360,000 tested, 0.073% active; also: potency is read from the fitted curve at half-maximal effect; nearly all actives have a fitted effect of over 60% in size
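Multi-concentration qHTS readout: loss of Rap1B-bound BODIPY-GDP fluorescence driven by 100 nM EPAC1 with excess GDP (50 uM), monitored kinetically at room temperature; agonist response expressed relative to 6.5 mM cAMP.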
* hit, by the source's call; i = inactive; ? = inconclusive; / = not tested or not shown; [ ] = dose if it differs, or a comment. Unless noted, calls follow the shape of the dose curve; as a rule, active = well fitted curve in the direction sought with a large enough effect; inconclusive = small, poorly fitted or top-dose-only effect, or another doubt; inactive = no such curve, though single readings can be large; an effect the other way counts as inactive or inconclusive.

SMILES	GLP1R ag	PI5P4Ka inh	HEK293 tox	IL-2 act	GLP1R inv ag	EPAC1 antagonist	PTHR1 agonist	PLK1 PBD block	EPAC1 agonist
O=C(Nc1ccnc(-c2cccnc2)n1)c1ccc(Cl)c(Cl)c1	-15%	/	9%	-0.1	1%	-2%	i	-7%	6%
Brc1ccc(C2=Nn3cnnc3SC2)cc1	11%	1	4%	0.3	2%	10%	-11%	-6%	16%
COC(=O)[C@]1(CC(C)C)N[C@H](c2ccc(-c3cccc(Cl)c3)cc2)[C@@H]2C(=O)N(C)C(=O)[C@@H]21	-1%	6	-11%	-0.5	?	-15%	-13%	-20%	-13%
Cc1cccc(C(=O)Nc2nnc(C3=COCCO3)o2)c1	0%	2	1%	-2.2	-5%	-3%	i	6%	4%
O=[N+]([O-])c1cccc(S(=O)(=O)c2cccc([N+](=O)[O-])c2)c1	6%	-1	1%[7.66 µM]	0.0	-6%[7.66 µM]	7%	-14%	-7%	7%
N/C(=N\OC(=O)c1ccc([N+](=O)[O-])cc1)c1ccc(Br)cc1	-5%	3	-3%	-1.1	15%	-3%	i	-5%	-3%
O=C(C[n+]1ccc(-c2cc(C(=O)Nc3cccc(C(F)(F)F)c3)c3ccccc3n2)cc1)c1cccc([N+](=O)[O-])c1	-1%	-21	?	-2.8	11µM*	-15%	-9%	?	-13%
Cc1ccccc1CS(=O)(=O)CCC(=O)NCc1ccc(F)cc1Cl	0%	2	5%	-1.9	-13%	-5%	i	-6%	-8%
O=c1c2sc3ccccc3c2n(Cc2ccc(F)cc2)c(=O)n1Cc1ccccc1	0%	/	-2%	/	19%	/	-97%[inhibitor]	/	/
O=C(N/C(=C/c1cccc([N+](=O)[O-])c1)C(=O)N1CCCCC1)c1ccco1	-2%	6	16%	1.4	-11%	8%	-1%	-3%	6%
N#Cc1ccc(Oc2ccc(/C=N/O)cn2)cc1	5%	-1	-4%	0.5	15%	11%	-34%[inhibitor][57.5 µM]	-2%	-1%
Cc1ccc2nc(-c3ccc(F)cc3)c(Cc3ccccc3C(F)(F)F)n2c1	5%	2	3%	-0.6	?	-6%	-4%	3%	-7%
COc1ccc(OC)c(N2C(=O)CC(Cc3cc(C)cc(C)c3)C2=O)c1 (stereo not given)	-10%	/	-2%	4.3	?	-1%	?	-10%	-19%
Clc1ccccc1OCc1nn2c(-c3ccncc3)nnc2s1	3%	/	1%	0.1	7%	-1%	-8%	?	5%
Cc1noc(C)c1COC(=O)c1ccccc1Sc1ccccc1C#N	10%	-5	-16%	-1.9	8.9µM*	-4%	-35%[inhibitor]	-9%	13%
COc1ccccc1S(=O)(=O)Cc1ccc(C(=O)NCCCN2CCN(c3ccc(F)cc3)CC2)o1	-2%	2	-11%	-1.3	?	-28%	i	-13%	7%
CC(C)CN1CCNC(=O)C1CC(=O)NCCc1cnn(-c2ccccc2)c1 (stereo not given)	3%	-5	-6%	-2.8	-16%	-14%	i	-13%	-2%
O=C(NCC(c1cccs1)S(=O)(=O)c1cccs1)c1cccc(F)c1 (stereo not given)	0%	/	6%	/	-6%	/	-5%	/	/
CCCN(CC1CC1)C(=O)COc1ccccc1C(=O)NCc1ccccc1	2%	-5	-20%	-1.1	-58%	-2%	i	-3%	-7%
O=C1COCCOCCOCCOCC(=O)NCCN1	3%	-2	-1%	-0.7	14%	-20%	i	3%	1%
CCN1/C(=C2/SC(=S)N(C)C2=O)C=Cc2cc(C)ccc21	0%	4	0%	-1.5	26%	-11%	17%	-20%	-3%
O=C(COc1cccc(Cl)c1)Nc1ccc2c(c1)CCC2	14%	2	-3%	-1.5	?	-12%	i	2%	-1%
Cc1csc(=O)n1CCC(=O)OCC(=O)c1c(N)n(C)c(=O)n(C)c1=O	0%	0	-5%	0.8	21%	6%	i	-1%	4%
O=c1[nH]c2ccc(S(=O)(=O)Nc3ccc(Cl)cc3)cc2[nH]1	-6%	0	8%	0.8	11%	-16%	-16%	-4%	2%
CN(C)CCNc1nc2sc3c(c2c(=O)n1-c1ccccc1)CCCCC3	13%	5	-8%	-2.8	?	14%	i	1%	2%

The last 3 records of the part before come first, to join the parts.
SMILES	GLP1R ag	PI5P4Ka inh	HEK293 tox	IL-2 act	GLP1R inv ag	EPAC1 antagonist	PTHR1 agonist	PLK1 PBD block	EPAC1 agonist
Cc1csc(=O)n1CCC(=O)OCC(=O)c1c(N)n(C)c(=O)n(C)c1=O	0%	0	-5%	0.8	21%	6%	i	-1%	4%
O=c1[nH]c2ccc(S(=O)(=O)Nc3ccc(Cl)cc3)cc2[nH]1	-6%	0	8%	0.8	11%	-16%	-16%	-4%	2%
CN(C)CCNc1nc2sc3c(c2c(=O)n1-c1ccccc1)CCCCC3	13%	5	-8%	-2.8	?	14%	i	1%	2%
Oc1cc(O)c2c(c1)O[C@H](c1ccc(O)c(O)c1)[C@H](O)C2	-1%	-2	3%	1.3	2%	-28%	i	-6%	-8%
O=C(NCc1ccccc1Cl)c1cccc(NC(=O)c2ccccc2)c1	0%	-6	-14%	4.7	?	-1%	i	-3%	13%
Cc1cc2c(SCC(=O)Nc3ccccc3O)ncnc2s1	1%	-18	-2%	-2.6	6%	-32%	i	30µM*	-11%
CN(Cc1cn(C)nc1-c1cccc(Cl)c1)Cc1nccn1C	25%	1	-15%	1.2	-13%	-16%	i	-3%	10%
COc1c(S(=O)(=O)NCCCN2CCOCC2)ccc(Cl)c1Cl	7%	-7	1%	3.8	0%	-11%	i	2%	6%
CCCCCCN1C[C@H](n2cc(COC(=O)c3ccccc3)nn2)[C@@H](O)C[C@@H]1c1ccc(Cl)cc1	-4%	28	-16%	-3.8	?	?	-37%	3%	-11%
CCOC(=O)NCCc1c(C)nc2c(c(C)nn2C(C)(C)C)c1C	13%	4	79%[activator]	0.2	-30%	-12%	-5%[57.5 µM]	?	0%
COc1ccccc1OCC(=O)Nc1oc(-c2ccccc2)c(-c2ccccc2)c1C#N	-14%	7	3%	-0.1	?	-2%	-21%	-14%	8%
Cc1cc(NC(=O)COc2ccccc2)ccc1Cl	-4%	5	0%	-0.2	?	?	i	-13%	8%
CCOC(=O)Cn1nc(NC(=O)c2ccc3c(c2)OCO3)cc1C	-1%	-5	15%	-2.1	10%	10%	-76%[inhibitor]	-2%	-4%
Cc1cc(N/N=C/c2ccncc2)nc2ccccc12	11%	1	-20%	-0.5	31%[activator]	-13%	-6%	?	-5%
COCCNC(=O)c1cccc(NC(=O)C2=C(C)OCCS2)c1	5%	0	-13%	0.2	2%	-10%	i	-13%	-1%
CN(C)S(=O)(=O)c1ccc(S(=O)(=O)N2CCCC(C(=O)NC3CCCC3)C2)cc1 (stereo not given)	3%	5	12%	0.4	-1%	-5%	i	1%	-16%
Cc1ccc(S(=O)(=O)N2CCC3(CC2)OCCO3)c(C)c1	-2%	-1	?	-0.4	4%	-21%	-10%	-13%	6%
CCOc1cc(C(N)=O)cc(OCC)c1OCC	-4%	0	-5%	-1.3	1%	-10%	-8%	-2%	10%
Cc1ccc(S(=O)(=O)NC(C(=O)OCC(=O)NC2CCS(=O)(=O)C2)C(C)C)cc1 (stereo not given)	-2%	/	1%	1.5	2%	14%	i	-1%	0%
Cc1cc(NC(=O)Cc2ccccc2)nc2c1c(=O)oc1ccccc12	5%	0	8%	-2.3	2%	-5%	i	1%	-1%
CC(C)=CCC(C)(C)CNC(=O)NC1CCCCC1	-3%	5	-1%	-0.6	10µM*	7%	i	0%	-18%
O=S(=O)(c1cccc2nsnc12)N1CCN(c2ncccn2)CC1	-1%	-2	-5%	-1.7	66%[activator]	-5%	i	-14%	2%

An excerpt from above in order of the EPAC1 antagonist value, rising:
| SMILES | EPAC1 antagonist |
| --- | --- |
| Cc1cc2c(SCC(=O)Nc3ccccc3O)ncnc2s1 | -32% |
| CN(Cc1cn(C)nc1-c1cccc(Cl)c1)Cc1nccn1C | -16% |
| O=C(COc1cccc(Cl)c1)Nc1ccc2c(c1)CCC2 | -12% |
| Cc1ccc2nc(-c3ccc(F)cc3)c(Cc3ccccc3C(F)(F)F)n2c1 | -6% |
| Cc1cccc(C(=O)Nc2nnc(C3=COCCO3)o2)c1 | -3% |

One compound at a time, as listed above. Order of values: GLP1R ag	PI5P4Ka inh	HEK293 tox	IL-2 act	GLP1R inv ag	EPAC1 antagonist	PTHR1 agonist	PLK1 PBD block	EPAC1 agonist
O=C1COCCOCCOCCOCC(=O)NCCN1 as listed: 3%	-2	-1%	-0.7	14%	-20%	i	3%	1%
CC(C)CN1CCNC(=O)C1CC(=O)NCCc1cnn(-c2ccccc2)c1 (stereo not given) as listed: 3%	-5	-6%	-2.8	-16%	-14%	i	-13%	-2%
COc1ccc(OC)c(N2C(=O)CC(Cc3cc(C)cc(C)c3)C2=O)c1 (stereo not given) as listed: -10%	/	-2%	4.3	?	-1%	?	-10%	-19%

Bioassay records from PubChem BioAssay.

A portion of the library; rates above refer to the full screens.
